KLF5 inh: inhibitors of KLF5 expression; DLD-1 KLF5 promoter-luciferase reporter, luminescence; inhibition, % at 5 µM; actives 0.23% (n = 290,000);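 active = inhibition above a per-plate limit of that plate's mean compound inhibition plus 3 SD, cut at about 60% in these data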;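 also: 0% = DMSO wells and 100% = LY294002 at 200 µM; higher means less KLF5 promoter-driven luciferase light; inactives centre near -14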
GSK3beta inhib: inhibitors of human GSK3beta kinase | actives 0.038% (n = 300,000) | P49841 | activity score (negative = inhibition), % at 10 µM | GST-GSK3beta kinase, ADP-Glo luminescence, 60 min; active compounds read low;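 active = more than half of replicate wells score below -50%, meaning over 50% inhibition versus plate controls; inconclusive = some replicates but at most half score below -50%; inactive = no replicate scores below -50%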;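 also: 0% = median DMSO wells and -100% = median GW8510 positive control wells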
Target sequence (P49841 whole entry, looked up): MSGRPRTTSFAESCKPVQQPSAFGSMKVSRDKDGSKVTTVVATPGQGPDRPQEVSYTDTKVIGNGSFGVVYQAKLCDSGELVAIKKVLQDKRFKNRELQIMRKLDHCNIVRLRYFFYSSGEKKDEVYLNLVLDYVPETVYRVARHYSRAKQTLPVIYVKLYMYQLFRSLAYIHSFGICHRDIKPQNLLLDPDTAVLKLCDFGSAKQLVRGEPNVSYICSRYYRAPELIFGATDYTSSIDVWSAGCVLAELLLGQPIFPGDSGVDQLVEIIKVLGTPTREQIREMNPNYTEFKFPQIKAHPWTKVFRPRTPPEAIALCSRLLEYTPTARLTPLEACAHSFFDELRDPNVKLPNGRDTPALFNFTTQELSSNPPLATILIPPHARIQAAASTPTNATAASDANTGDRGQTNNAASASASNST
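Test system: GST-fused GSK3beta enzyme, cell-free | Quantity: 1.6 ng GST-GSK3beta enzyme per well | Reagent: 25 µM ATP with peptide substrate | Schedule: 60 min enzyme reaction, room temperature | Signal: Luminescent ADP-Glo measurement of ADP formed | Read-out basis: Score relative to plate controls | Control set: DMSO and 20 µM GW8510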
HSP90 inh: inhibitors of HSP90 luciferase refolding in rabbit reticulocyte lysate; luciferase refolding luminescence, 3 h; inhibition, % at 5.6 µM; actives 0.91% (n = 290,000);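 active = inhibition above the screen-wide mean plus 3 SD, computed separately per campaign, cut at about 16% in these data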;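 also: 0% = DMSO wells and 100% = 60 µM geldanamycin wells; inhibitors lower the luminescence because luciferase stays unfolded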
IEC-6 tox: IEC-6 cytotoxicity, counter-screen for KLF5 inhibitors; luminescence viability; inhibition, % at 5 µM; actives 0.78% (n = 290,000); AID 1825; in the data active = inhibition above about 22%;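 also: 0% = plate median of test compound wells and 100% = cytotoxic reference compound wells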
GSK3 alpha inh: blocks human GSK-3 alpha kinase; P49840; ADP-Glo luminescence, 60 min; inhibition, % at 10 µM; actives 0.1% (n = 320,000); AID 2650;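 in the data active = inhibition above about 50%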;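 also: GST-tagged GSK-3 alpha with peptide substrate and 25 µM ATP; 0% = DMSO neutral wells and 100% = GW8510 positive control wells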
Target sequence (P49840 whole entry, looked up): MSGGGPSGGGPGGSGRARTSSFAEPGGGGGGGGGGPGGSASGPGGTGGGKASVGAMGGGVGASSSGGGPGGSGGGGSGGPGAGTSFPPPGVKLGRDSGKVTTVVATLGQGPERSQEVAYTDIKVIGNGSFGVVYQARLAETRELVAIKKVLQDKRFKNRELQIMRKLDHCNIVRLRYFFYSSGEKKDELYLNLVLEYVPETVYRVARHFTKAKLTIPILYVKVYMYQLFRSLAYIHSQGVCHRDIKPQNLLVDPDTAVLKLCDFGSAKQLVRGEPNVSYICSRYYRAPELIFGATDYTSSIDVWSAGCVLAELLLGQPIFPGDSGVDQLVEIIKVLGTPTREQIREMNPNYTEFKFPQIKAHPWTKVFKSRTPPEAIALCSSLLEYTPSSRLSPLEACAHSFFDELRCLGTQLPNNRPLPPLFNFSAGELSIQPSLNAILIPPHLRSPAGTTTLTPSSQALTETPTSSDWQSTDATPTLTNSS
Platelet DG rel: modulates dense granule release in human platelets; human platelet-rich plasma, SFLLRN dense granule ATP release, luminescence; inhibition, %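 (compounds screened at 7.5 µM in platelet-rich plasma)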; actives 0.22% (n = 300,000);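 active = mean replicate score, as percent of positive control, at or above 50; inconclusive = mean below 50 but at least one replicate at or above 50; inactive = mean and every replicate below 50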
aSyn 5UTR inh: MLPCN primary screen, SNCA 5' untranslated region; alpha-synuclein 5'UTR reporter, inhibitor activity; inhibition, % (tested at 7.5 µM); actives 0.82% (n = 300,000); AID 1813; in the data active = inhibition above about 60%; inconclusive = no clear call, values can overlap the other calls;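 also: H4 neuroglioblastoma cells stably carrying SNCA 5'UTR luciferase fusion; 0% = DMSO wells and 100% = positive control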
HSF1 inhib: HSF1 inhibition | NIH3T3-HGL HSE-luciferase, MG132-induced, luminescence 8 h; active compounds read low | activity change, negative = inhibition, % at 7.5 µM (by protocol) | actives 0.77% (n = 300,000) | AID 2098;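 active = more than half of replicate wells show activity change below -50%, luminescence cut by over half; inconclusive = some wells, but at most half, below -50%; inactive = no replicate well below -50%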;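 also: luciferase reports HSF-1 transcriptional activity via heat shock element; 0% = median of DMSO wells and -100% = zero luminescence signal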
HSF-1 act: increases HSF-1 driven luciferase reporter signal | activation, % at 9 µM | AID 504408 | NIH3T3-HGL HSF-1 luciferase reporter, MG132, 8 h; 100% = twice DMSO control signal | actives 1.7% (n = 300,000);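 active = mean replicate activation of at least 50% with a set share of replicates each reaching 50%; inconclusive = only one of those two conditions met; inactive = mean below 50% and too few replicates reaching it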;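 also: 0% = median of the neutral control wells and 100% = twice that signal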
Dyrk1A ADPGlo: Dyrk1A (rat) kinase inhibition; actives 0.43% (n = 310,000); Q63470; inhibition, % at 12.5 µM; ADP-Glo luminescence, NFATc1 peptide; in the data active = inhibition above about 50%;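 also: plate controls were vehicle with enzyme for no effect and no enzyme for full effect; many of its hits are not listed in these tables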
An asterisk follows results filed as active; ? = inconclusive; / = not tested or not shown. Some of the compounds tested; the hit share may differ from the screen's.

Sequence of screens – KLF5 inh	GSK3beta inhib	HSP90 inh	IEC-6 tox	GSK3 alpha inh	Platelet DG rel	aSyn 5UTR inh	HSF1 inhib	HSF-1 act	Dyrk1A ADPGlo
O=S(=O)(c1ccc(OCC2CO2)cc1)c1ccc(OCC2CO2)cc1 (stereo not drawn)
  -18.8	2.0	0.5	-6.6	-2.2	2.2	16.8	3.0	11.2	-1.3
COc1cccc(Oc2nc3ncn(Cc4ccccc4)c3c(=O)n2C)c1
  16.0	-0.6	-0.4	-2.6	-1.2	4.1	23.2	1.1	27.5	4.1
CCOc1c(Cl)cc(Cl)cc1CNCCNCCO
  -32.1	-3.1	-1.4	1.5	0.6	-5.8	27.3	/	/	-2.2
CCc1nnc(NS(=O)(=O)c2ccc(NC(=O)c3cccc4ccccc34)cc2)s1
  3.0	1.2	-1.5	6.9	-4.5	-3.8	26.9	7.7	5.0	10.9
C=C(C)CSc1nnc(CCCCCNC(=O)OC(C)(C)C)o1
  -29.0	1.0	-0.3	-2.4	5.0	11.0	-20.6	8.5	-2.4	7.7
C=CCOc1c(Br)cc(CNn2cn[nH]c2=S)cc1OC
  -29.1	2.2	5.3	1.6	-2.0	8.9	22.5	-3.2	-4.3	-2.0
CC(C)CNS(=O)(=O)c1ccc(CCC(=O)NCC2CCCO2)cc1 (stereo not drawn)
  -7.2	-0.2	-4.0	-1.8	0.4	/	-2.1	-5.2	-2.6	5.7
O=C(CSc1nnc(CCc2ccccc2)n1-c1ccc(Cl)cc1)c1ccccc1
  0.6	0.2	-0.7	0.2	0.0	-1.9	-2.2	-60.0*	-71.1	/
CCCNC(=O)COC(=O)c1ccc(OCC(=O)Nc2ccccc2OC)c(OC)c1
  -40.4	-3.4	-0.2	-2.0	1.7	-0.5	0.4	-0.8	-13.0	3.0
O=C(COC(=O)c1n[nH]c2ccccc12)Nc1ccc(S(=O)(=O)N2CCCC2)cc1
  -19.6	/	-0.5	-1.4	-1.7	/	/	/	/	7.8
COc1cccc(N2C(=O)C3CCCN3C2c2ccc(Cl)cc2)c1 (stereo not drawn)
  -48.5	1.6	1.1	-2.3	1.2	2.6	0.3	-1.6	5.4	-8.8
COc1ccc(-c2nn(-c3ccccc3)cc2/C=N/Nc2ccccn2)cc1OC
  -17.6	1.1	0.2	0.2	-0.5	12.3	23.0	/	/	-4.6
O=c1c(Cc2ccc(Cl)cc2)c(O)ccn1Cc1cccs1
  -10.0	-2.0	0.4	0.8	-0.2	10.2	3.9	0.8	-0.4	6.1
CCC1=NN(C(=O)c2ccc(Br)cc2)C(O)(c2ccccc2)C1 (stereo not drawn)
  4.7	0.2	-0.9	4.7	-0.6	6.8	-7.4	19.1	20.0	-2.8
O=C1c2ccccc2NC(c2ccc(O)c(O)c2)N1c1ccccc1Cl (stereo not drawn)
  -35.7	0.4	-5.3	4.4	-0.1	-0.8	-38.8	3.7	-6.4	/
CC(C)N(Cc1ccccc1)C(=O)c1ccc2nsnc2c1
  19.1	-0.7	6.2	4.4	1.1	-0.9	-6.0	8.4	2.6	3.1
CCC(C)(C)n1nnnc1C(C(C)C)N1CCN(C)CC1 (stereo not drawn)
  -6.8	0.6	-4.3	-3.8	-4.0	1.4	3.2	-0.6	6.7	22.4
CCCCNC(=O)c1ccccc1C(=O)NCCCC
  1.9	-1.2	-4.2	1.5	-1.6	16.5	2.7	-4.3	-5.8	-2.4
COc1ccc(NC(=O)/C(Cl)=C(/Cl)S(=O)Cc2ccccc2)cn1 (stereo not drawn)
  96.3*	3.3	5.8	100.4*	2.0	57.4*	120.9*	-93.5*	-93.4	8.1
CN1C(C(=O)NCc2cccc(C(F)(F)F)c2)CC2Cn3c(nc4ccccc43)C21 (stereo not drawn)
  /	0.5	/	/	-0.5	14.9	11.9	0.8	8.1	3.3
CCOc1cc(/C=N/NC(=O)c2ccc(O)cc2)ccc1Oc1nc(Cl)ncc1F
  4.2	-1.5	-3.3	-9.6	-1.8	8.8	11.6	-5.7	-1.5	2.0
CN(c1ccc(C(=O)NC2CC2)cc1)S(=O)(=O)c1ccccc1
  -30.2	0.2	-0.2	1.6	-5.4	6.2	-17.3	2.5	-18.3	-1.1
CC(=O)NCCOc1cccc2cccnc12
  -19.5	3.8	7.1	2.8	-2.3	-3.6	-28.2	-4.6	-2.8	4.5
CCn1c(=O)c(C(=O)NCc2ccccc2OC)c(O)c2ccccc21
  -4.8	0.3	4.6	2.1	-0.2	10.3	2.5	-4.9	-9.0	-8.2
Cc1ccc2nc(NC(=O)CN(C)S(=O)(=O)c3cccc4nsnc34)sc2c1
  12.1	-2.7	4.0	-3.6	2.1	3.8	18.4	10.0	?	0.6
CC(=O)Nc1ccc(S(=O)(=O)Nc2nc3ccccc3nc2Nc2ccc(S(N)(=O)=O)cc2)cc1
  -6.7	2.1	1.1	-5.0	-7.4	-9.8	-11.7	2.5	1.4	-4.0
COc1ccc(C(=O)NCc2nnc(SCC(=O)Nc3ccccc3OC)n2C)cc1
  -21.9	2.7	0.4	-4.0	-2.0	-3.5	-31.2	3.0	11.1	-5.8
O=C(CSc1nc2ncccc2[nH]1)Nc1ccccc1-c1ccccc1
  -30.6	-0.2	3.0	-2.3	/	-2.9	-1.3	7.3	26.4	-2.2
CN1C2CCC1/C(=C\c1ccccc1F)C(=O)/C2=C/c1ccccc1F
  -23.5	2.6	10.5	32.8*	-3.8	0.8	-89.4	75.0	106.0*	-4.6
O=C(Nc1ccc(N2CCN(C(=O)c3cccs3)CC2)c(Cl)c1)c1cccnc1
  -16.9	0.5	0.5	-0.5	3.1	28.6	25.9	-7.4	-15.0	-0.8
O=C(O)c1cc2n(n1)CCN(Cc1ccccc1Cl)C2=O
  18.7	0.6	-1.6	-1.2	-0.8	0.2	3.7	-4.0	2.4	-6.0
O=c1c2ccccc2sn1-c1cc(S(=O)(=O)N2CCOCC2)ccc1N1CCOCC1
  3.8	2.0	2.1	3.3	0.2	-4.7	31.5	-0.4	-2.8	/
Cc1cc(C(=O)Nc2cc(C(F)(F)F)ccc2N2CCOCC2)no1
  -5.0	3.1	-3.5	-1.7	0.9	-8.2	24.0	-3.1	-10.3	-3.2
O=C(Nc1ccc(S(=O)(=O)NCC2CCCO2)cc1)C1CC(=O)N(c2ccccc2)C1 (stereo not drawn)
  18.7	2.2	-1.5	-4.3	2.3	-26.2	-10.3	-1.7	1.6	-2.5
O=C(CNC(=O)C1COc2ccccc2O1)N/N=C/c1cc(Br)c(O)c(Br)c1 (stereo not drawn)
  -2.9	1.4	-1.8	-3.0	-1.7	1.5	5.1	2.5	6.2	8.8
CC(C)CCNC(=O)C(C)N(Cc1ccc(F)cc1)C(=O)c1ccc(CN2CCOCC2)o1 (stereo not drawn)
  -6.1	-3.1	-2.4	-3.4	-1.0	-4.1	0.8	-2.9	3.4	-4.8
Cc1cc(=O)n(C)c(=O)n1CCCNc1ccccc1
  -8.1	7.7	-2.7	0.9	1.5	12.3	-13.3	-2.0	-6.9	-9.8
CS(=O)(=O)CCC(C(=O)Nc1ccc2c(c1)OCO2)N1Cc2ccccc2C1=O (stereo not drawn)
  -10.4	0.3	0.7	1.6	-2.9	-9.4	-33.5	1.0	3.3	28.3
Oc1ccc(-c2nnc(SCC3CCCCC3)o2)cc1
  -83.5	-1.0	0.6	2.3	0.7	0.0	-131.6	13.0	18.9	31.4
O=C(O)c1[nH]c2ccc(Br)cc2c1CCN1C(=O)c2cccc([N+](=O)[O-])c2C1=O
  -6.8	1.1	-2.5	-4.9	-0.7	2.4	14.0	-6.4	0.3	51.4*
COc1cc(OC)nc(NC(=O)CCl)n1
  -32.8	3.4	2.1	4.9	-1.3	-0.2	2.4	-5.4	-5.1	-0.9
Cc1ccc(-n2c(Cc3cccs3)nnc2SCC(=O)Nc2ccc(F)c(F)c2)cc1
  7.6	2.7	6.6	2.5	0.9	6.6	41.7	25.8	26.8	6.8
CCc1ccc(NC(=O)c2cc(-c3ccc(OC)cc3)on2)cc1
  -11.9	3.7	2.4	-0.7	0.5	0.6	-28.5	-0.9	-5.2	1.9
Cc1ccc(C2(c3noc(CN4CCOCC4)n3)CCCC2)cc1
  -10.3	-0.9	-0.5	3.1	-3.6	10.8	-9.4	-8.3	-19.1	8.0
O=C(N/N=C/c1ccco1)c1cc(-c2ccccc2)n[nH]1
  -49.6	-0.8	-1.8	-2.2	3.5	-8.0	-9.8	-6.5	19.7	9.2
O=C(COc1nsnc1N1CCOCC1)Nc1ccc(Br)cc1
  -14.0	1.0	-4.0	1.0	-0.4	14.1	24.2	-7.3	-21.3	-0.2
COc1ccc([C@@]2(O)c3c(ccc(CC=C(C)C)c3O)NC(=O)[C@@H]2OC)cc1
  /	0.2	/	/	-0.2	-2.5	7.2	12.0	9.4	-4.8
CCC(C)N(C)C1CCN(C(=S)Nc2ccc(OC)cc2)CC1 (stereo not drawn)
  1.9	1.9	0.7	-1.9	2.8	3.9	7.2	-1.2	10.6	-0.7
CC(C)(C)C1CCC(=NNC(=O)c2cc3c(s2)CCCC3)CC1 (stereo not drawn)
  -17.4	-3.2	5.0	-1.2	-1.9	6.0	-11.2	7.0	-0.4	-3.0
O=C(CSc1nc2ccccc2o1)Nc1nccs1
  -49.7	1.9	-1.3	-3.6	1.5	-5.5	-33.3	16.1	32.2	-3.2

Remaining list, next part:
Sequence of screens – KLF5 inh	GSK3beta inhib	HSP90 inh	IEC-6 tox	GSK3 alpha inh	Platelet DG rel	aSyn 5UTR inh	HSF1 inhib	HSF-1 act	Dyrk1A ADPGlo
O=C(CSc1ccc2nnc(-c3ccccn3)n2n1)N1CCOCC1
  -15.7	-1.1	0.6	-4.1	0.7	-0.3	0.7	-18.0	-35.4	9.1
O=C(Nc1ccccc1Cl)Oc1ccc(-c2ccccc2)cc1
  -40.5	0.4	2.4	1.9	-0.9	-0.1	-27.2	9.4	26.2	-3.6
NC(=O)CC(NC(=O)c1ccc(Br)cc1)c1ccc(N2CCCCCC2)c([N+](=O)[O-])c1 (stereo not drawn)
  -15.1	0.1	0.5	2.2	0.2	-1.7	-36.3	45.5	74.0*	1.9
CCc1ccc(S(=O)(=O)N/N=C\c2ccc3c(c2)OCO3)cc1
  -27.3	2.5	3.4	-3.3	-5.6	-1.1	-16.9	-6.0	12.0	0.8
CCCSc1nc2cc(C)c(C)cc2n1CC(O)CO (stereo not drawn)
  1.9	2.2	-0.6	-1.4	0.8	-7.4	4.4	1.1	26.9	-2.3
N#CC1(c2c(O)nc3n(c2=O)CCCS3)CCCCC1
  -6.8	1.0	-2.6	-13.2	-1.4	-7.2	12.6	12.9	49.7	3.1
COc1ccc(C(=O)C2CCN(CC(=O)Nc3ccccc3F)CC2)cc1
  -17.6	2.5	-5.2	-7.4	0.4	0.1	7.2	1.1	1.9	1.8

Compound activity deposited in PubChem by several laboratories.
